# Tau fluor cs: counter-screen for tau fibril formation inhibitors; tau K18 P301L Alexa594 fluorescence, heparin fibrillization; Potency, µM (series often up to 57.7 µM), without a hit: at the top dose activity change, negative = decrease; actives 0.93% (n = 280,000); also: % is scaled to controls: 0 for no effect and ±100 for the full control effect; nearly all actives have a fitted effect of over 55% in size
#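 Human tau K18 P301L (15 uM unlabeled, 0.24 uM Alexa 594-labeled) in 100 mM sodium acetate pH 7 with 20 uM heparin, 6 hr at 37 C. ThT 30 uM added, 1 hr ambient; Alexa 594 FP and total fluorescence read at 555/632 nm.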
# ALDH1A1 block: inhibitors of human aldehyde dehydrogenase 1A1; P00352; Purified ALDH1A1, NADH fluorescence, propionaldehyde substrate; Potency, µM (top dose mostly 75.3 µM), for the others: at the highest dose activity, negative = inhibition, actives largely listed as inhibitors; actives 7.3% (n = 220,000); AID 1030; active = well fitted inhibition curve with a large enough effect, not every such curve was filed as active; inconclusive = small, poorly fitted or top-dose-only effect, or another doubt; inactive = no such curve, though single readings can be large or run the other way;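 also: plate controls were no enzyme wells and a reference inhibitor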
# Target sequence (P00352 whole entry, looked up): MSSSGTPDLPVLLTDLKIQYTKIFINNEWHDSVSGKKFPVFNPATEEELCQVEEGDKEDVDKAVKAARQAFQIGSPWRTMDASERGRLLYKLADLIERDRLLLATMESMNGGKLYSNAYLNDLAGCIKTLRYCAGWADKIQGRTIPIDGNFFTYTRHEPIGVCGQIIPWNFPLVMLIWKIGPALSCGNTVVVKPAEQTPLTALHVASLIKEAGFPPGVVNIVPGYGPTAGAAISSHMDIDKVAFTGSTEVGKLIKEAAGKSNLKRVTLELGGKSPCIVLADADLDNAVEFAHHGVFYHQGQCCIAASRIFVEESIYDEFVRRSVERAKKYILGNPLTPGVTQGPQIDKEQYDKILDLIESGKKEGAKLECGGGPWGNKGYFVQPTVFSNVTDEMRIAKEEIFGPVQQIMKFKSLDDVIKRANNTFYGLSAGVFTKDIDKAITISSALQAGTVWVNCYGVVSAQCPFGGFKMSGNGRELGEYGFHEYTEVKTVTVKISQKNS
# Tau FP inhib: blocks human tau fibril formation measured by polarization; P10636; K18 P301L tau heparin fibrillization, Alexa594 FP, 6 h; Potency, µM (doses to about 57.7 µM), for inactives: at the highest dose activity, negative = inhibition, most hits filed as inhibitors; actives 0.39% (n = 280,000); also: % is scaled to controls: 0 for no effect and ±100 for the full control effect; nearly all actives have a fitted effect of over 55% in size
# Target sequence (P10636 561-689 P618L limits assumed): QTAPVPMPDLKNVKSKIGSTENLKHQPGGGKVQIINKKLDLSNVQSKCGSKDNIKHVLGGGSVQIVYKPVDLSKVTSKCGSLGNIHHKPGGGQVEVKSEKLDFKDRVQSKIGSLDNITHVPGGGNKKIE
#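 Steps: dispense K18 P301L tau (15 uM plus 0.24 uM Alexa 594 tracer, final) in pH 7 sodium acetate; add compound; add heparin (20 uM final); incubate 6 hr, 37 C; add ThT (30 uM final); after 1 hr ambient, read FP.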
# KDM4E inh: inhibitors of human JMJD2E histone demethylase; AID 2147; Potency, µM (titrated, usually from 57.1 µM), for inactives: at the highest dose activity change, negative = inhibition, most hits filed as inhibitors; B2RXH2; JMJD2E catalytic domain, FDH-coupled NADH fluorescence (FDH is formaldehyde dehydrogenase); actives 1.6% (n = 230,000); active = well fitted inhibition curve with a large enough effect, not every such curve was filed as active; inconclusive = small, poorly fitted or top-dose-only effect, or another doubt; inactive = no such curve, though single readings can be large or run the other way;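 also: 0% = wells with enzyme and -100% = buffer wells without enzyme; nearly all actives have a fitted effect of over 50% in size; many of its hits are not listed in these tables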
# Target sequence (B2RXH2 1-337 limits assumed): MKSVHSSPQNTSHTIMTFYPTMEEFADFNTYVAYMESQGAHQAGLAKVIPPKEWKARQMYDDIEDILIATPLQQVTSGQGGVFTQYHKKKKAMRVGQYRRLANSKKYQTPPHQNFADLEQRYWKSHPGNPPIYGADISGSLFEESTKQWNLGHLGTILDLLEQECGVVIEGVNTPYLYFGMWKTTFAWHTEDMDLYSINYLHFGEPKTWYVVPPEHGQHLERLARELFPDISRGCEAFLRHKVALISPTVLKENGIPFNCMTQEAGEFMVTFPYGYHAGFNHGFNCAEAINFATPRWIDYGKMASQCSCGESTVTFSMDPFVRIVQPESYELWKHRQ
# Tau ThT inhib: blocks human tau fibril formation measured by thioflavin T. P10636. recombinant tau K18 P301L (four-repeat tau fragment), heparin-induced fibrillization, ThT fluorescence. Potency, µM (top dose mostly 57.4 µM), for the others: at the highest dose activity, negative = inhibition, actives largely listed as inhibitors. actives 2.1% (n = 270,000); also: % is scaled to controls: 0 for no effect and ±100 for the full control effect; nearly all actives have a fitted effect of over 55% in size
#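 Tau K18 P301L fragment (15 uM unlabeled plus 0.24 uM Alexa 594-labeled) in 100 mM sodium acetate pH 7 with compound, fibrillization induced by 20 uM heparin for 6 hr at 37 C. Thioflavin T (30 uM) added, fluorescence read after 1 hr (ex 450, em 510 nm).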
# HTT ATP protect: cytoprotection in Huntington HTT-Q103 PC12 cell model. actives 0.14% (n = 230,000). PC12 HTT-Q103 induced, cytoprotection, ATP luminescence, 40 h. Potency, µM (top dose mostly 56.4 µM), without a hit: cytoprotection (ATP increase), hits mostly activators. AID 1471;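 also: % of control where 0% means no effect; nearly all actives have a fitted effect of over 45% in size; toxic huntingtin expression switched on by the ecdysone agonist tebufenozide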
#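 Stable PC12 Q103-GFP cells in serum-supplemented, phenol red-free DMEM; induction by tebufenozide at 100 nM final; compound dose series; cell viability quantified luminescently from ATP.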
# HttQ103 aggreg: reduces HttQ103-GFP aggregates in PC12 cells | Potency, µM (series often up to 46.1 µM), inactives show top-dose activity change, negative = inhibition, actives largely listed as inhibitors | AID 1688 | actives 1.1% (n = 220,000) | PC12 HttQ103-GFP aggregates, Acumen cytometry, 40 h; also: % is scaled to controls: 0 for no effect and ±100 for the full control effect; nearly all actives have a fitted effect of over 60% in size
#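 PC12 cells stably carrying ecdysone-inducible HTT exon 1 Q103–GFP were induced with tebufenozide (100 nM final) and treated with library compounds in titration. GFP aggregates in lysates were counted by laser scanning cytometry.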
# SMN2 splice enh: enhancers of SMN2 splice variant expression; HEK293 SMN2-luciferase splicing reporter, luminescence, 30-36 h; Potency, µM (top dose mostly 46.1 µM), without a hit: top-dose activity change, positive = activation, most hits filed as activators; actives 2.8% (n = 210,000); also: % of control where 0% means no effect; nearly all actives have a fitted effect of over 55% in size
#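 qHTS luciferase splicing reporter: luminescence rises when SMN2 exon 7 is included in transfected HEK293 cells. Compound exposure lasted 30-36 h at 37C, with 4.5 mM final sodium butyrate as control, followed by a ONE-Glo read.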
# The depositor's hits bear a star; ? = inconclusive; . = not tested or not shown; & = joins results of further samples; [ ] = remark or other dose. Unless noted, calls follow the shape of the dose curve; as a rule, active = well fitted curve in the direction sought with a large enough effect; inconclusive = small, poorly fitted or top-dose-only effect, or another doubt; inactive = no such curve, though single readings can be large; an effect the other way counts as inactive or inconclusive. Potency is read from the fitted curve at half-maximal effect.
# Results follow in this order: Tau fluor cs, ALDH1A1 block, Tau FP inhib, KDM4E inh, Tau ThT inhib, HTT ATP protect, HttQ103 aggreg, SMN2 splice enh
- Cc1onc(-c2c(F)cccc2Cl)c1C(=O)NC1=NCCS1
 : 1%, ?, 4%, 4%, 0%, -8%, -26%, -18%
- Cc1cccc(C2=NN(c3ccccc3)[C@@H](C(=O)N3CCOC3=O)[C@@H]2c2ccccc2)c1
 : ?, ?, ?, ., -7%[81.4 µM], ?, ., .
- COc1ccc(-n2nc(C(=O)N3CCN(c4cccc(C)c4C)CC3)c3c4ccccc4n(C)c3c2=O)cc1Cl
 : -4%, ., -18%, ., -2%, ., ., -2%
- O=C(CN(C1CCCCC1)S(=O)(=O)c1ccc(Br)cc1)NCc1ccncc1
 : -3%, -2%, 1%, 2%, -4%, -9%[10 µM], 11%[9.22 µM], -8%
- CCOC(=O)c1c(N)nn(C(=O)C(C)C)c1-c1ccc(OC)cc1
 : -20%, ?, -3%, -2%, ?, 2%, -21%, -3%
- O=C(Cn1[nH]c(=O)c2ccccc2c1=O)NC1CCCCCC1
 : 0%, -5%, 9%, -3%, -4%, 6%, -1%, 28%
- CCOc1ccc(C(=O)c2oc3ccccc3c2NC(=O)Cc2coc3ccc(CC)cc23)cc1
 : -18%, ., -16%, ., -6%, ., ., 7%
- Nc1c(C(=O)NCCc2ccccc2)nnn1Cc1ccc(Br)cc1F
 : -8%, -5%, ?, -8%, -4%, -14%, 5%, -13%
- Nc1ncn(C(=O)c2ccco2)n1
 : -1%, 12%, 2%, -3%, -19%, -7%, 1%, 6%
- Cc1cc(C)c(NC(=O)C2CCC(=O)N2)c(C)c1 (stereo unspecified)
 : 0%, 1%, 0%, -26%, -4%, 5%[10 µM], -3%[9.22 µM], 3%
- COc1ccc(OC)c(C(C(=O)NCc2ccco2)N(C(=O)Cn2nnc3ccccc32)C(C)C)c1 (stereo unspecified)
 : 4%, ?, 7%, 4%, 9%, -15%[10 µM], -7%, -7%
- NS(=O)(=O)c1cccc(NC(=O)CCSc2ccc(Cl)cc2)c1
 : -2%, ?, -9%, 3%, 0%, 15%[10 µM], 16%, 6%
- OC1(c2ccc(Cl)cc2)CCN(Cc2c[nH]c3ccccc23)CC1
 : -10%&-10%&-10%, -3%&-11%&-3%, -2%&-1%&-4%, 2%&7%, -4%&-4%&0%, ?, ., -20%&-32%
- COc1ccc2oc(=O)c(-c3csc(/C(C#N)=C/c4ccc(F)cc4)n3)cc2c1
 : -12%, ., 5%, ., -16%, ., ., -7%
- O=C(NC1CCCC1)C1CCN(S(=O)(=O)c2cccc3cccnc23)CC1
 : 0%, 8%, -3%, -2%, 1%, -10%, 0%, -17%
- O=C(O)CCCC(=O)Nc1ccc(Cl)cc1
 : 2%, 28µM*, 4%, 12%, 2%, -8%[10 µM], -6%[9.22 µM], .
- COc1ccc(-c2[nH]ncc2CN2CCCO2)c(F)c1
 : 0%, ?, -3%, -4%, -8%, -18%, -4%, .
- CCOc1ccc(NC(=O)CN2CCC(NC(=O)C3CCCCC3)CC2)cc1
 : 7%, -3%, 8%, 1%, 8%, 2%, 30%, 9%
- Clc1ccccc1-c1nc2nc3ccccc3nc2n1-c1ccc2c(c1)OCO2
 : 0%, 11µM*, 5%, ?, -2%, ., 16%, -5%
- Cc1cc(C(C#N)c2ccccc2)n2ncnc2n1 (stereo unspecified)
 : 1%, ?, -1%, 6%, -1%, 16%[10 µM], 18%, -18%
- Cc1cc(N2C3CCC2CC(O)(c2ccc(F)cc2)C3)nc(-c2ccccc2)n1 (stereo unspecified)
 : -22%, ?, ?, -3%, 3%, -7%, -20%, ?
- COC(=O)[C@H](C)NC(=O)NCc1ccccc1
 : -9%, ., ?, -1%, -9%, -14%[10 µM], -6%[9.22 µM], .
- CC1CCN(S(=O)(=O)c2ccc3c(c2)c(=O)c(C(=O)N2CCN(c4cccc(Cl)c4)CC2)cn3C)CC1
 : 1%, ., -9%, ., 1%, ., ., -11%
- CCOc1ccccc1-n1cnc2cc(C(=O)NCc3ccco3)ccc21
 : -2%, -16%, 9%, -2%, -11%, -12%, ?, 4%
- CCOc1ccc(Br)cc1C1C(C(=O)Nc2ccccc2OC)=C(C)Nc2nnnn21 (stereo unspecified)
 : -3%, ., -11%, ., -3%, ., ., -11%
- C=CCNC(=O)c1ccc2c(c1)nnn2C
 : 2%, -6%, -1%, 2%, -6%, -6%, -5%[9.22 µM], -4%
- CCn1ncc([N+](=O)[O-])c1C(=O)N1CCCC1
 : 0%, -1%, 11%, 2%, -3%, 13%, 6%, 3%
- Cn1cc(SCC(N)=O)c2ccccc21
 : -4%, ?, 3%, 5%, 1%, 14%[10 µM], -12%, 1%
- O=C(/C=C/c1ccc(Cl)cc1)NC(=S)Nc1ccccc1C(=O)O
 : 1%[0.0958 µM], ., -2%[0.0958 µM], -7%, ., 14%[10 µM], 18%[9.22 µM], .
- S=C(NCCc1ccccn1)Nc1cc(Cl)cc(Cl)c1
 : ?, ?, ?, ?, -4%, 12%[10 µM], 16%[9.22 µM], .
- Cc1ccc(CNC(=O)/C(C#N)=C\c2ccc(N(C)C)cc2)cc1
 : -26%, ?, 2%, -25%, -15%, -2%, -7%, -8%
- Cc1cc(C)cc(NC(=O)c2ccc3nc[nH]c3c2)c1
 : -4%, 15%, -2%, 5%, -1%, -26%[10 µM], -10%, -4%
- CC(C)(CO)NCC(=O)Nc1cc(C(F)(F)F)cc(NC(=O)CNC(C)(C)CO)c1Cl
 : 3%, 1%, 0%, 9%, 1%, ., -10%, 9%
- Fc1ccc(N/N=C2/CC(c3ccccc3)Oc3ccccc32)c(F)c1 (stereo unspecified)
 : -25%, ?, -2%, 6%, ?, ., -14%, -30%[inhibitor]
- Cc1cc(C)n2ncc(C(=O)NC3CCCCC3)c2n1
 : -5%, ?, 2%, ?, -5%, 1%[10 µM], -2%[9.22 µM], .
- CN(c1ccccc1)S(=O)(=O)c1ccc(Cl)c(C(=O)Nc2nn[nH]n2)c1
 : 0%, 1%, 1%, -7%, 3%, -26%, 13%, -2%
- Cc1cc(NC(=O)CCC(=O)N(Cc2cccs2)C(C(=O)NC2CCCC2)c2cccnc2)no1 (stereo unspecified)
 : -17%, 4%, 5%, 3%, -11%, -9%, -7%, 1%
- Cc1c(Cl)cccc1NC(=O)c1ccc(C(=O)Nc2cccc(Cl)c2C)cc1
 : -8%, ., ?, ., -10%, ., ., 6%
- Cc1ccccc1NC(=O)c1ccc(CN(c2ccccc2)S(=O)(=O)c2ccccc2)cc1
 : -21%, 33%[activator], -6%, 215%[activator], -1%, 30%[10 µM], -11%, -7%
- O=C(C[n+]1cc(-c2ccc(F)cc2)n2c1CCC2)Nc1nc(-c2ccc(F)cc2)cs1
 : 18%, 14%, 5%, -1%, -12%, 2%[10 µM], 14%, -3%
- Cc1sc(NC(=O)c2ccco2)c(CN2CCCCC2)c1C
 : 0%, 7%, 7%, 1%, -9%, 10%[10 µM], 13%[9.22 µM], -3%
- c1ccc(Cc2noc(CN3CCCC(CN4CCOCC4)C3)n2)cc1 (stereo unspecified)
 : 1%, -3%, -3%, 9%, -3%, ., ., -9%
- COc1ccc(OC)c2c(C)cc(N3CCN(C(=O)c4ccc(Cl)cc4)CC3)nc12
 : ?, ?, 7%, ?, ?, -34%, -8%, 21%
- N=c1sccn1CC(=O)NC(=O)NC1CCCC1
 : -6%, 9%, 1%, 5%, -8%, 21%[10 µM], -9%, -10%
- COc1ccc(NC(=O)CSc2nnc3n2CCCCC3)cc1
 : -3%, 2%, -7%, 10%, -6%, -14%, 2%, 0%
- COc1ccc(NC(=O)c2ccccc2NS(C)(=O)=O)cc1OC
 : 4%, 19%, 10%, -3%, -2%, -5%[10 µM], -10%, -4%
- CCc1ccc(NC(=O)COc2ccc(Br)cn2)cc1
 : 12%, 13%, 2%, ?, 11%, ., 4%, 1%
- CCOc1ccc(NC(=O)c2ccc(-c3ccccc3)s2)cc1
 : 0%, ., 8%, ., ?, ., ., 3%
- Cc1ccc(S(=O)(=O)c2nc(S(C)(=O)=O)sc2NCC2CCCO2)cc1 (stereo unspecified)
 : -8%, ?, -10%, -3%, -5%, -30%, -2%, -8%
- Nc1ccc(C(=O)NCc2ccccc2)cc1
 : 2%, 11%, -2%, -11%, -1%, -2%, -6%, 11%
- O=C(CSc1ccc(-c2ccccn2)nn1)N1CCCc2ccccc21
 : -4%, ?, -8%, ?, -11%, -30%, 4%[9.22 µM], -11%
- Cc1ccccc1OCc1nnc(SCC(=O)NCc2ccco2)n1C
 : -5%, -5%, 8%, 3%, -5%, 38%[10 µM], 25%[9.22 µM], .
- CSc1ccccc1NC(=O)c1cc(C)on1
 : -9%, 5%, 2%, 7%, -11%, -5%, 11%, 6%
- Cc1ccccc1C(=O)NC(C)c1ccc2c(c1)CCCC2 (stereo unspecified)
 : 3%, 11%, -6%, -1%, -9%, 13%, -7%, -2%
- COc1cc2ncc(-c3ccccc3)nc2cc1OC
 : -12%&-14%, ?, 1%&7%, ., ?, -59%&-103%[inhibitor], ., 28µM*
- CC1C(=O)CC(c2ccccc2)N(C)C1c1ccccc1 (stereo unspecified)
 : -8%, 27%, 0%, 11%, -20%, 2%, -8%, -5%
- CC(C)(C)N(Cc1ccccc1)C(=O)c1ccc(Br)o1
 : -15%, ?, -7%, 3%, -10%, -15%[10 µM], 10%, -11%
- O=C1c2oc3ccc(Cl)cc3c(=O)c2C(c2cccc(Br)c2)N1CCO (stereo unspecified)
 : -14%, 1%, -9%, -1%, -9%, -1%, 17%, -10%
- COc1ccc(CCNC(=O)COc2ccccc2[N+](=O)[O-])cc1OC
 : -19%, ., -7%, -3%, ?, -3%[10 µM], 4%[9.22 µM], .
- Cc1c(Cl)c([N+](=O)[O-])nn1CCCC(=O)N(Cc1ccccc1)Cc1ccccc1
 : -1%, 6%, 5%, -4%, 4%, 0%[10 µM], 12%, -47%[inhibitor]
- COc1cccc(CNC(=O)C2CCN(S(=O)(=O)c3cccc4cccnc34)CC2)c1
 : -14%, 1%, ?, -4%, -6%, -8%, 25%, -6%
- O=S(=O)(CCc1ccccc1)c1nnnn1-c1ccccc1
 : 0%, 8%, 1%, -7%, 6%, ?, ., 2%

# A portion of the library, so the mix of outcomes need not match the whole.
